UTI89 phage lysis – inhibition of K1F phage lysis, E. coli UTI89, bacterial capsule biogenesis inhibitors, alamar blue (AID 488966). E. coli UTI89 K1F phage lysis, alamar blue, 2 h; higher % means a stronger effect. inhibition, % at 100 µM; hits with a dose series show IC50 in µM. hit rate 0.02% among 340,000;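 active = phage lysis inhibition, versus mean bacterial control, above a set limit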;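 also: capsule biogenesis inhibitors block K1F phage lysis so surviving cells raise fluorescence; higher fluorescence means more inhibition of phage lysis; actives were called in the ten point dose series up to 300 µM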
An asterisk follows results filed as active; [ ] = remark or other dose. These rows are one share of the data; count on the stated rates, not on these rows.

SMILES	UTI89 phage lysis
CCN(CC)C(=O)[C@H]1CC(CC(=O)NCCC2=CCCCC2)C(=O)N2CCc3c([nH]c4ccc(OC)cc34)[C@]12C (stereo not given in full)	-0.1%
COc1nc(NC2OC(CO)C(O)C(O)C2O)c(N)c(=O)[nH]1 (stereo not given)	-2.1%
C[C@@H]1CC[C@]2(C(=O)O)CC[C@]3(C)C(=CCC4[C@]56CC[C@@](O)(OC5)C(C)(C)C6CC[C@]43C)C2[C@H]1C (stereo not given in full)	0.5%
Cc1ccc(S(=O)(=O)N2CCN(CCO)CC2)cc1-c1nnc2c3ccccc3c(C)nn12	0.1%
COc1ccc(NS(=O)(=O)c2ccc(C)c(C(=O)NNC(=O)c3ccccc3O)c2)cc1	1.1%[50 µM]
O=C(NNC(=O)c1ccc([N+](=O)[O-])cc1)c1ccc(F)cc1	-0.6%
O=C(NNC(=O)c1ccccc1Cl)c1ccc2c(c1)OCCO2	0.3%[50 µM]
CCOc1cccc(C2C(C(=O)c3ccco3)=C(O)C(=O)N2c2nnc(C)s2)c1 (stereo not given)	-0.2%[50 µM]
O=C1C=CC(=Nc2ccc3c(c2)Cc2cc(F)ccc2-3)O1	-4.5%
COc1ccc(NC(=O)c2ccccc2NC(=O)C2CCCCC2C(=O)O)cc1 (stereo not given)	-0.3%
N=NC(=O)c1ccccc1Nc1c(O)[nH]c2ccccc12	0.7%
CN(CC(=O)Nc1ccccc1C(F)(F)F)C(=O)CSc1nnc(N)s1	2.3%
Cn1nc(CC#N)c2c(=N)n(N)cnc21	2.3%
COc1cc(OC)cc(C(=O)NNC(=O)c2ccc(-n3cncn3)c([N+](=O)[O-])c2)c1	1.2%[50 µM]
CCCc1nnc(SCC(=O)Nc2ccc(NC(C)=O)cc2)n1-n1cccc1	0.5%[50 µM]
O=[N+]([O-])c1ccc(S(=O)(=O)NN=Cc2ccc3c(c2)OCO3)cc1	-0.8%
CC(OC(=O)CNC(=O)c1ccccc1)C(=O)Nc1ccc(S(=O)(=O)N2CCOCC2)cc1 (stereo not given)	0.8%[50 µM]
Cc1ccc(NC(=O)COC(=O)C2(CC(=O)NC(C)(C)C)CCCC2)cc1C	-1.3%
CCOc1ccccc1NC(=O)c1ccccc1N(C)S(=O)(=O)c1ccc(C)cc1	2.3%
COc1cccc(NC(=O)c2cnc(SCC(=O)NCc3ccc4c(c3)OCO4)n(C)c2=O)c1	0.7%[50 µM]
N#CCCN(C(=O)COC(=O)CNC(=O)C12CC3CC(CC(C3)C1)C2)c1ccccc1	1.9%[50 µM]
COCCN(C(=O)CSc1nnc(-c2ccco2)n1C)c1c(N)n(CC(C)C)c(=O)[nH]c1=O	0.3%[50 µM]
Cc1ccc(NC(=O)CSc2nc3nn(-c4ccccc4)c(=O)c-3c3n2CCCCC3)cc1F	0.5%[50 µM]
CC(OC(=O)Cc1ccc(Br)cc1)C(=O)NC1CCCC1 (stereo not given)	0.1%
CCCCn1c(N)c(N(CCOC)C(=O)c2ccc(N(C)S(=O)(=O)c3ccc(C)cc3)cc2)c(=O)[nH]c1=O	0.9%[50 µM]
COC(=O)C1=C(C(=O)OC)[C@@H]2Nc3ccccc3[C@@]23C[C@@H](C(=O)OC)N(C(=O)c2cccs2)C3=N1	-0.7%
CN(c1ccccc1)S(=O)(=O)c1ccc(Cl)c(C(=O)NCc2ccccc2CN2CCCC2)c1	1.5%[50 µM]
CCN1C(=O)N[C@@H](c2ccccc2)[C@H](C(C)=O)[C@H]1C	0.4%
C[C@]12C=CC(=O)C=C1CCC1C2CC[C@@]2(C)C1CCC21OCCO1 (stereo not given in full)	-0.3%
COCCCNC(=O)CC1C[C@H](C(=O)N2CCCCC2)[C@@]2(C)c3[nH]c4ccccc4c3CCN2C1=O (stereo not given in full)	0.1%
N#Cc1ccc(NCC(=O)N2CCN(S(=O)(=O)c3ccccc3)CC2)cc1	0.3%[50 µM]
Cc1ccc(S(=O)(=O)CCC(=O)OCC(=O)Nc2cc(F)ccc2C)cc1	-0.2%
CCOC(=O)c1cc(-c2ccccc2)nn1Cc1cc(CC)no1	0.0%
CCCCn1c(N)c(N(CCOC)C(=O)COC(=O)c2cc(CC)c(C)s2)c(=O)[nH]c1=O	2.3%[50 µM]
N#CCCN(C(=O)COC(=O)CCc1nc2ccccc2c(=O)[nH]1)c1ccccc1F	0.1%
C[C@H](NC(=O)c1nc[nH]c1C(=O)N1CCN(C(=O)OC(C)(C)C)CC1)c1ccccc1	0.0%

3 compounds out of the list, sorted by number of heavy atoms, low to high:
SMILES	UTI89 phage lysis
COC(=O)C1=C(C(=O)OC)[C@@H]2Nc3ccccc3[C@@]23C[C@@H](C(=O)OC)N(C(=O)c2cccs2)C3=N1	-0.7%
COCCCNC(=O)CC1C[C@H](C(=O)N2CCCCC2)[C@@]2(C)c3[nH]c4ccccc4c3CCN2C1=O (stereo not given in full)	0.1%
CCCCn1c(N)c(N(CCOC)C(=O)c2ccc(N(C)S(=O)(=O)c3ccc(C)cc3)cc2)c(=O)[nH]c1=O	0.9%[50 µM]

(cont.)
SMILES	UTI89 phage lysis
C[C@H](NS(=O)(=O)c1ccc2c(c1)OCCCO2)C(=O)N1CCN(c2ccc(F)cc2)CC1	1.4%[50 µM]
O=C1NCC(Nc2ccccc2Cl)C(=O)N1 (stereo not given)	-1.4%
CN1C[C@@H]2[C@@H]3C(=O)N(C)C(=O)[C@@H]3[C@](Cc3ccccc3)(C1=O)N2C(=O)c1ccccc1	1.7%
COc1ccc(NC(=O)c2ccc(-c3ccc(-c4noc(C)n4)cc3C)cc2)cc1N1CCN(C)CC1	11%
CCOC(=O)c1cccc(C2=CC(=O)C[C@H](c3ccc(OC)cc3)C2)c1	1.5%
CCC1CCCCN1C(=O)COC(=O)c1cccs1 (stereo not given)	0.6%[50 µM]
COc1ccc(S(=O)(=O)N2CCOCC2)cc1NC(=O)c1ccc(Cl)cc1	1.1%[50 µM]
Cc1cc(C)cc(OCC(=O)OCC(=O)N(C)CC(=O)Nc2ccc(F)cc2)c1	0.1%[50 µM]
CCOc1ccc(-c2cccc(NC(=O)c3ccc(Br)o3)c2)nn1	0.9%[50 µM]
CCCCCCn1c(COc2ccccc2F)nnc1SCC(=O)NC1CCS(=O)(=O)C1 (stereo not given)	-0.3%[50 µM]
CCC1([N+](=O)[O-])COC(c2ccc(OC)cc2)OC1 (stereo not given)	-5.7%
COc1cc(C(=O)N2CCN(c3ccccc3Cl)CC2)ccc1OCC(=O)N1CCOCC1	0.1%[50 µM]
CSCCC(NC(=O)c1ccc(Cl)cc1Cl)C(=O)N1CCCCCCC1 (stereo not given)	0.3%[50 µM]
O=C(CC1Sc2ccccc2NC1=O)NNc1cccc(Cl)c1Cl (stereo not given)	1.5%
COc1ccc(CC(=O)OCC(=O)NC2CCCCC2)cc1	0.8%[50 µM]
CN(CC(=O)Nc1ccccc1Cl)C(=O)c1cc(C2CC2)nn1-c1ccccc1	-0.3%[50 µM]
Cc1ccc(S(=O)(=O)N2CCC(C(=O)OCC(=O)N(C)C3CCCCC3)CC2)cc1C	-0.3%[50 µM]
CCCCn1c(N)c(N(CCOC)C(=O)COC(=O)c2ccccc2NCCO)c(=O)[nH]c1=O	0.2%[50 µM]
CN(C)S(=O)(=O)c1ccc(N2CCCC2)c(C(=O)N2CCC(C(N)=O)CC2)c1	0.6%[50 µM]
COc1ccc(-n2c(=O)c(CCC(=O)NCCc3ccccc3F)nc3ccccc32)cc1	1.5%[50 µM]
CSc1cccc2sc(NC(=O)C3=COCCO3)nc12	1.1%[50 µM]
CC(=O)N1CCc2c(sc(NC(=O)CS(=O)(=O)c3ccc(F)cc3)c2C(N)=O)C1	0.8%[50 µM]
O=C(COC(=O)COc1ccc(Cl)cc1Cl)NC1CC1	0.1%[50 µM]
COC(=O)C1=C(C)N(CCc2cc(OC)c(OC)c(OC)c2)C(=O)N[C@H]1c1ccccc1	0.8%

No new results follow: an excerpt of the list.
SMILES	UTI89 phage lysis
O=C(COC(=O)COc1ccc(Cl)cc1Cl)NC1CC1	0.1%[50 µM]
COC(=O)C1=C(C)N(CCc2cc(OC)c(OC)c(OC)c2)C(=O)N[C@H]1c1ccccc1	0.8%

Going on with the list:
SMILES	UTI89 phage lysis
CC(CCc1ccccc1)NC(=O)CN1C(=O)NC2(CCCCC2C)C1=O (stereo not given)	1.3%[50 µM]
Cc1ccc(C(=O)COC(=O)[C@@H](NC(=O)c2ccco2)C(C)C)s1	0.3%
O=C(COC(=O)C1(c2ccccc2F)CCCC1)N1CCNC1=O	1.4%[50 µM]
COc1ccc(S(=O)(=O)N2CCCC2CNC(=O)C(=O)NCc2ccc(C)cc2)cc1 (stereo not given)	0.5%[50 µM]
Cn1c(=O)c(C(=O)N2CCc3ccccc32)cc2cccnc21	1.6%[50 µM]
CC(C)(C)OC(=O)C[C@@H]1C/C=C\C[C@H](CC(=O)N(CCO)Cc2ccccc2)C(=O)N2CCC[C@H]2COC1=O	-1.9%
Cc1ccc(C(=O)OCC(=O)NCc2ccco2)cc1C	-0.3%
O=C(CNC(=O)c1cccc(Cl)c1)NCCCSc1ccccc1	-0.3%[50 µM]
CCc1nc2ccccc2c(C(=O)OCc2nc3ccccc3c(=O)[nH]2)c1C	-0.3%
CCCCn1c(SCC(=O)c2c(N)n(C3CC3)c(=O)[nH]c2=O)nc2cc(S(N)(=O)=O)ccc21	0.7%[50 µM]
COc1ccc(C(=O)OCc2cc(=O)n3ccsc3n2)cc1F	-0.1%
CCN(C[C@H]1N[C@@](Cc2ccccc2)(C(=O)OC)[C@H]2C(=O)N(Cc3ccccc3)C(=O)[C@@H]12)C(=O)NC(C)C	0.0%
CNC(=O)c1ccsc1NC(=O)C1CCN(S(=O)(=O)c2ccc(Cl)s2)CC1	-0.1%[50 µM]
C[C@H](NC(=O)c1ccccc1)C(=O)N1CCN(Cc2ccc3c(c2)OCO3)CC1	1.0%[50 µM]
CCC(=O)c1ccc(OC)c(OC)c1OCc1ccccc1	1.8%
CCOC(=O)/C=C1\CC(C(=O)OCC)Oc2c(OC)cccc21 (stereo not given)	0.8%
CCc1noc(C)c1C(=O)Nc1ccc(F)c(F)c1F	1.3%[50 µM]
C[C@]12c3[nH]c4ccccc4c3CCN1C(=O)C(CC(=O)NCc1ccco1)C[C@@H]2C(=O)N1CCOCC1 (stereo not given in full)	0.1%
Cc1ccccc1OCCC(=O)OCC(=O)Nc1ccc2[nH]c(=O)[nH]c2c1	0.8%[50 µM]
O=C(NC1CCN(Cc2ccccc2)CC1)c1cccc(S(=O)(=O)Nc2ccc(SC(F)F)cc2)c1	-1.2%[50 µM]
O=C(Nc1ccccn1)c1cccc(S(=O)(=O)N2CCc3ccccc3C2)c1	1.0%[50 µM]
O=S(=O)(Cc1ccccc1)N1CCN(Cc2c(F)cccc2Cl)CC1	0.5%[50 µM]
C=CCCC(=O)N(C)CCO	0.8%
COc1ccc(C2c3cc4c(cc3OC(N3CCOCC3)C2C)OCO4)c(OC)c1 (stereo not given)	3.5%

In a second layout: 4 of the compounds above.
CCc1noc(C)c1C(=O)Nc1ccc(F)c(F)c1F
- UTI89 phage lysis = 1.3%[50 µM]
C[C@]12c3[nH]c4ccccc4c3CCN1C(=O)C(CC(=O)NCc1ccco1)C[C@@H]2C(=O)N1CCOCC1 (stereo not given in full)
- UTI89 phage lysis = 0.1%
Cc1ccccc1OCCC(=O)OCC(=O)Nc1ccc2[nH]c(=O)[nH]c2c1
- UTI89 phage lysis = 0.8%[50 µM]
O=C(NC1CCN(Cc2ccccc2)CC1)c1cccc(S(=O)(=O)Nc2ccc(SC(F)F)cc2)c1
- UTI89 phage lysis = -1.2%[50 µM]

Next records
SMILES	UTI89 phage lysis
O=c1ncn(C2CCCCC2)c(=O)[nH]1	0.6%
Cc1cc(Cl)ccc1OCC(=O)OCC(=O)Nc1cccnc1Cl	-0.2%[50 µM]
Cc1cccc(OCC(=O)OCC(=O)Nc2ccc(Cl)cn2)c1	0.5%[50 µM]
O=C(COC(=O)c1cnc(Cl)c(Cl)c1)c1ccc(F)cc1	0.8%[50 µM]
O=C(C[C@@H]1C/C=C\C[C@H](Cc2ccc(F)cc2)C(=O)OC[C@@H]2CCCN2C1=O)N[C@H](CO)Cc1ccccc1	0.3%
O=C(COC(=O)c1cc(S(=O)(=O)N2CCOCC2)ccc1F)c1ccccc1	0.4%[50 µM]
CCCc1cc(C(=O)N(C)CC(=O)Nc2ccc(OCC)c(OCC)c2)sc1C	-0.9%[50 µM]
O=C(c1cn(Cc2ccccc2)nc1-c1ccc(Cl)cc1)N1CCN(c2ccccn2)CC1	-1.4%
O=S(=O)(NCc1ccccc1Br)c1ccccc1Br	0.6%
CC1(C(=O)Nc2ccc(S(=O)(=O)Nc3ncccn3)cc2)CCCC1	0.5%
CCCCn1c(N)c(N(CCOC)C(=O)c2nn(CC)c(=O)c3ccccc23)c(=O)[nH]c1=O	-0.3%[50 µM]
Cc1cc(C)c(C(=O)COC(=O)Cn2nc(-c3ccccc3)oc2=O)cc1C	0.4%[50 µM]
O=C(COC(=O)COc1ccccc1)Nc1ccc(Br)cc1Br	4.9%
COc1ccc(S(=O)(=O)Oc2ccccc2C(N)=O)cc1	0.8%[50 µM]
CCOC(=O)CCCCCC(=O)Nc1ccc2c(c1)C(=O)N([C@H](C)CO)C[C@@H](C)[C@H](CN(C)S(=O)(=O)c1cn(C)cn1)O2	0.3%
C=CC[C@@H](CC(=O)N[C@H](CO)Cc1ccccc1)C(=O)N[C@H](C)COC(=O)[C@@H](CC=C)CC(=O)OC(C)(C)C	-0.1%
CCCCCCCCC1CC(C(=O)Nc2ccccc2)C(=O)O1 (stereo not given)	0.9%
COc1ccccc1N(CC(=O)NC1CCCC1)S(=O)(=O)c1cccc(C(F)(F)F)c1	0.3%[50 µM]
CSc1ccc(CN(C)C(=O)c2ccc(S(=O)(=O)Nc3c(C)n(C)n(-c4ccccc4)c3=O)cc2)cc1	0.2%[50 µM]
Cc1ccc(S(=O)(=O)N2CCN(C(=O)COC(=O)CNC(=O)c3ccccc3)CC2)c(C)c1	0.6%[50 µM]
O=S(=O)(Nc1cccc(S(=O)(=O)N2CCCCC2)c1)c1ccc(Cl)s1	0.1%
CCOC(=O)/C=c1/s/c(=C/c2ccc3cc(OC)ccc3c2)c(=O)n1CC(=O)NCC1CCCO1 (stereo not given)	2.8%

Assay outcomes (PubChem)
